BAZ2B block – inhibitors of human BAZ2B bromodomain; Potency, µM (titrated, usually from 114 µM), without a hit: top-dose activity change, negative = inhibition, actives largely listed as inhibitors; Q9UIF8; AID 504333; 360,000 compounds, 4.4% hits; AlphaScreen BAZ2B-H3K14Ac peptide displacement; further: on the % scale 0 is the no-effect control and ±100 the full control effect; nearly all actives have a fitted effect of over 60% in size
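AlphaScreen luminescence quantifies BAZ2B engagement of H3K14Ac peptide; the protein and biotinylated peptide are both at 50 nM final, buffer PBS pH 7.4 with 0.01% Tween-20, all steps at room temperature.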
Pol eta inh – inhibitors of human DNA polymerase eta; recombinant Pol eta, fluorescent DNA replication assay; Potency, µM (series often up to 114 µM), for the others: at the highest dose activity change, negative = inhibition, most hits filed as inhibitors; 390,000 compounds, 1.2% hits; AID 588591; further: on the % scale 0 is the no-effect control and ±100 the full control effect
Target sequence (Q9Y253 whole entry, looked up): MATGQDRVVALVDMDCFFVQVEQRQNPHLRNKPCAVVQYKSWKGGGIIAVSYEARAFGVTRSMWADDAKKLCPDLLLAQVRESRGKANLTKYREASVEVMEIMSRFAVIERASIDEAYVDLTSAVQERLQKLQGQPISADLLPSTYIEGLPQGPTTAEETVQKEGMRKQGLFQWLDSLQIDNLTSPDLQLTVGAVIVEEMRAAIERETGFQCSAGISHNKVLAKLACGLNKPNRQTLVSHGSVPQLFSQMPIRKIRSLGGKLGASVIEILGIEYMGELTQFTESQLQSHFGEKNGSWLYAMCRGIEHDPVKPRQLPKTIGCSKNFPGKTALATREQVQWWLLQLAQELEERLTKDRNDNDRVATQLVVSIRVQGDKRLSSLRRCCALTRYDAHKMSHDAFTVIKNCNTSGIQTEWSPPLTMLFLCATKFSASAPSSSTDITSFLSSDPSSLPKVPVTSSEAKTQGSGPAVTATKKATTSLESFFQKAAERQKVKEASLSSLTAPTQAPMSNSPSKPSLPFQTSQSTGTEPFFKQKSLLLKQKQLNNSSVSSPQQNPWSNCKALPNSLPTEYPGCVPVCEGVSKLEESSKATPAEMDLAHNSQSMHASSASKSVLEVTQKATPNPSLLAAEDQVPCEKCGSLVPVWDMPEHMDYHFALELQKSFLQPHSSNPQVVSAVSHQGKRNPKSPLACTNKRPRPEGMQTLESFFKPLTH
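Pol eta at 10 nM preincubated with compounds 15 min at room temperature; reaction started with fluorescent substrate (50 nM final) and read kinetically at 0 and 10 min.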
Pol beta inh – DNA polymerase beta (human) inhibition; P06746; Pol beta primer extension/strand displacement, fluorescence kinetic; Potency, µM (doses to about 114 µM), for the others: at the top dose activity change, negative = inhibition, actives largely listed as inhibitors; 340,000 compounds, 1.3% hits; AID 485314; further: on the % scale 0 is the no-effect control and ±100 the full control effect
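Homogeneous kinetic assay of primer extension and strand displacement by 10 nM Pol beta, preincubated 15 min at room temperature with compound before 50 nM substrate (final) was added. Read at 0 and 10 min; four-parameter Hill fit.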
Pol kappa inh – inhibitors of human DNA polymerase kappa; Potency, µM (highest dose often 107 µM), for inactives: at the highest dose activity, negative = inhibition, most hits filed as inhibitors; purified Pol kappa, fluorescent DNA synthesis assay, 10 min; 400,000 compounds, 0.53% hits; Q9UBT6; further: on the % scale 0 is the no-effect control and ±100 the full control effect
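Activity was followed as the change in fluorescence between reads at 0 and 10 min after starting the reaction with 50 nM substrate. Beforehand, 10 nM polymerase had been preincubated with compound for 15 min at room temperature.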
BLM helicase inh – Bloom syndrome helicase (human) inhibition; P54132; recombinant BLM DNA unwinding, fluorescence dequenching; Potency, µM (titrated, usually from 56.1 µM), inactives show at the highest dose activity change, negative = inhibition, most hits filed as inhibitors; 350,000 compounds, 0.2% hits; AID 2528;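 further: plate controls were vehicle for no effect and no enzyme for full effect; nearly all actives have a fitted effect of over 35% in size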
APE1 inh – APE1 (human) endonuclease inhibition. P27695. AID 2517. recombinant APE1, TAMRA/BHQ-2 abasic DNA cleavage fluorescence. Potency, µM (titrated, usually from 65.8 µM), without a hit: at the top dose activity change, negative = inhibition, hits mostly inhibitors. 350,000 compounds, 0.35% hits;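 further: plate controls were vehicle for no effect and reference inhibitor for full effect; nearly all actives have a fitted effect of over 55% in size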
Target sequence (P27695 whole entry, looked up): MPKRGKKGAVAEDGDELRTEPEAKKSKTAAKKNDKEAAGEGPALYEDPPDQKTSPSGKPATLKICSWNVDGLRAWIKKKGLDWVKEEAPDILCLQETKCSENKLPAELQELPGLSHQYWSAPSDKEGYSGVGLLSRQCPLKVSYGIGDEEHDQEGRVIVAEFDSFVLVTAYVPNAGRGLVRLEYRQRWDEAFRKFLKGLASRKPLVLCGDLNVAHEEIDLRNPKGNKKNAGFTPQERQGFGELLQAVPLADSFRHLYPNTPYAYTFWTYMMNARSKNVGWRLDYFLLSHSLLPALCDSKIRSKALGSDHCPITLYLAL
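Compound pre-exposure to 0.75 nM APE1, 15 min at ambient temperature. Reaction initiated with 50 nM TAMRA/BHQ-2 THF substrate, read immediately in kinetic mode, 525 nm excitation, 598 nm emission.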
Anesthetic bind – candidate novel general anesthetic via apoferritin binding; P02791; apoferritin/1-aminoanthracene competitive binding, fluorescence; Potency, µM (series often up to 77.5 µM), without a hit: top-dose activity change, negative = displacement, hits mostly inhibitors; 350,000 compounds, 0.074% hits; further: on the % scale 0 is the no-effect control and ±100 the full control effect; nearly all actives have a fitted effect of over 20% in size
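Horse-spleen apoferritin (10 uM) was mixed with 50% saturated 1-aminoanthracene in PBS, exposed to compounds for 10 min at room temperature, and read for fluorescence (ex 380 nm, em 535 nm). Competitive displacement was fitted with a four-parameter Hill equation.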
G9a inh – G9a (human) methyltransferase inhibition; G9a H3K9 monomethylation, AlphaScreen, 2 h; 350,000 compounds, 8.8% hits; AID 504332; Potency, µM (titrated, usually from 102 µM), for the others: at the highest dose activity, negative = inhibition, actives largely listed as inhibitors; further: on the % scale 0 is the no-effect control and ±100 the full control effect; nearly all actives have a fitted effect of over 75% in size
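Chemiluminescent proximity detection of H3K9 monomethylation, read after 10 min bead incubation in the dark. Reaction: 20 nM G9a, 500 nM biotin-H3K9 peptide, 20 uM SAM cofactor, 2 h, room temperature, following 15 min enzyme-compound preincubation.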
POLI inh – inhibitors of human DNA polymerase iota. 390,000 compounds, 1% hits. Pol iota fluorescent replication assay, 10 min. Q9UNA4. Potency, µM (titrated, usually from 115 µM), for inactives: at the top dose activity, negative = inhibition, usual class: inhibitors
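Fluorescent replication assay read twice, at 0 min and 10 min after adding 50 nM (final) substrate. Enzyme (10 nM) and compounds were first incubated 15 min at room temperature; enzyme-free buffer wells were negative controls.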
The depositor's hits bear a star; ? = inconclusive; / = not tested or not shown; & = joins results of further samples; [ ] = dose if it differs, or a comment. The call rests on the fitted dose curve; in most records, active means well fitted curve in the direction sought with a large enough effect; inconclusive means small, poorly fitted or top-dose-only effect, or another doubt; inactive means no such curve, though single readings can be large; an effect the other way counts as inactive or inconclusive. Potency means the concentration at half of the fitted maximal effect. Only part of the results is shown, so the mix of outcomes need not match the whole.

SMILES	BAZ2B block	Pol eta inh	Pol beta inh	Pol kappa inh	BLM helicase inh	APE1 inh	Anesthetic bind	G9a inh	POLI inh
CCN1CCN(CCCNC(=O)C2c3ccccc3C(=O)N(c3ccc(OC)cc3)C2c2ccc(OC)cc2)CC1 (stereo unspecified)	-8%	-24%	12%	-11%	-6%	20%	-7%	2%	21%
Cn1c(SCC(=O)NC2CC2)nnc1C(F)(F)F	-1%	9%	1%	-2%[60.1 µM]	0%	-10%	-14%	18%[59 µM]	-12%
Cc1ccc(S(=O)(=O)NCC(c2ccc(N(C)C)cc2)N2CCc3ccccc32)cc1C (stereo unspecified)	6.3µM*	-17%	0%	5%[60.1 µM]	-6%	/	36%[activator]	5.6µM*	17%
N#Cc1cc[n+](CC(=O)c2ccc(NC(=O)c3ccccc3)cc2)cc1	-2%	-5%	?	-2%	-4%	1%	3%	71µM*	-9%
CCNc1ccc(C(=O)OCC(=O)NCc2ccc(C)cc2)cc1[N+](=O)[O-]	-6%	-20%	0%	-4%	1%	3%	4%	14%[59 µM]	5%
Nc1c(N(Cc2ccccc2)C(=O)COc2cccc(Cl)c2)c(=O)[nH]c(=O)n1Cc1ccccc1	0%	-21%	/	-1%	/	17%	/	-9%	119%[activator]
COc1ccc(C23CC4CC(CC(C(=O)O)(C4)C2)C3)c(F)c1	1%	-3%	-11%	-9%	-1%	8%	-7%	-2%[2.33 µM]	31%[activator]
N#Cc1cccc(C#N)c1Oc1ccc(N)cc1	1%	12%	?	9%	1%	-3%	1%	/	5%
Cc1nc2sccn2c1-c1nc(-c2cc3ccccc3o2)cs1	?	?	-3%	-9%	-8%	-3%	-15%	0%[59 µM]	?
O=C(Nc1ccccc1F)C1(c2ccccc2)CC1(Cl)Cl (stereo unspecified)	-1%	-25%	19%	-11%	-2%	?	?	-5%[59 µM]	-10%
Fc1ccc(/C=C2\CCCC3=C2Nc2ncnn2C3c2ccc(F)cc2)cc1 (stereo unspecified)	-39%	-14%	30%	-16%	-5%	11%	?	?	-13%
COc1ccc(C(=O)C2CCCN(S(=O)(=O)c3cccc(C)c3)C2)c(C)c1 (stereo unspecified)	-20%	-19%	-2%	-14%	-10%	19%	29%	-3%	-1%
CC(=O)c1c(C)[nH]c(C2=NNC(=NC(C)(C)C)SC2)c1C	/	-9%	0%	-14%	-5%	-3%	-15%	32µM*	1%
Cc1ccc(NC(=O)COC(=O)C2CCN(c3ccc(C(F)(F)F)cn3)CC2)cc1	-1%	-19%	/	-23%	/	1%	/	?	30%
COc1cc(C(=O)NC(=S)N(CCc2ccccc2)CCc2ccccc2)cc(OC)c1OC	8.9µM*	-25%	-17%	-5%	-6%	-4%	-7%	9%[59 µM]	14%
CN1N=C2c3ccccc3CCC2C1c1ccc(C(F)(F)F)cc1 (stereo unspecified)	-17%	-6%	7%	3%	-2%	4%	2%	5%	71%[activator]
CCCCC(=O)Nc1c2c(nn1-c1ccc([N+](=O)[O-])cc1)CS(=O)(=O)C2	-2%	0%	-3%	-12%	-2%	3%	-3%	7%[12.7 µM]	1%
O=C(NNC(=O)c1ccc(F)cc1F)c1ccc(-n2cnnn2)cc1	-10%	-2%	0%	-13%	-2%	19%	3%	3%	6%
CCN1CCCC1CNCc1ccccc1OCc1ccc(F)cc1 (stereo unspecified)	-31%	-10%	3%	3%	-3%	-1%	-9%	56µM*	7%
Cc1occc1C(=O)N/N=C/C(Br)=C/c1ccccc1	-33%	-21%	1%	-6%	-2%	-3%	-19%	-31%	89%[activator]
Cc1cccc(NC(=O)CSc2nnc(Cc3ccccc3)o2)c1	9%	-10%	-17%	-10%	-3%	0%	-20%	/	37%[activator]
COc1ccc(Cl)cc1NC(=O)C1CCN(S(=O)(=O)c2ccc3c(c2)CCCN3C(=O)C2CCC2)CC1	4%	-14%	2%	-8%[60.1 µM]	-3%	/	3%	2%[59 µM]	16%
CCN(CC)C1CCCCC1NS(=O)(=O)c1ccc(Cl)cc1 (stereo unspecified)	-3%	-6%	0%	-11%	1%	4%	8%	18%[59 µM]	-15%
O=C(c1ccco1)N1CCN(c2nc3ccccc3c(=O)n2-c2ccccc2)CC1	-13%	-18%	-7%	7%	-1%	6%	-8%	-5%[0.501 µM]	10%
O=C(OCCN1C(=O)c2ccccc2C1=O)c1ccc(S(=O)(=O)N2CCCCCC2)cc1	-3%	5%	-4%	-5%	-6%	2%	-8%	-4%[12.7 µM]	11%

3 entries drawn at random from the list so far:
SMILES	BAZ2B block	Pol eta inh	Pol beta inh	Pol kappa inh	BLM helicase inh	APE1 inh	Anesthetic bind	G9a inh	POLI inh
CCCCC(=O)Nc1c2c(nn1-c1ccc([N+](=O)[O-])cc1)CS(=O)(=O)C2	-2%	0%	-3%	-12%	-2%	3%	-3%	7%[12.7 µM]	1%
CN1N=C2c3ccccc3CCC2C1c1ccc(C(F)(F)F)cc1 (stereo unspecified)	-17%	-6%	7%	3%	-2%	4%	2%	5%	71%[activator]
Cn1c(SCC(=O)NC2CC2)nnc1C(F)(F)F	-1%	9%	1%	-2%[60.1 µM]	0%	-10%	-14%	18%[59 µM]	-12%

(next part)
SMILES	BAZ2B block	Pol eta inh	Pol beta inh	Pol kappa inh	BLM helicase inh	APE1 inh	Anesthetic bind	G9a inh	POLI inh
CCOc1ccc(S(=O)(=O)Nc2cc(Cl)ccc2OC)c2cccnc12	?	5%	?	-37%	-4%	/	?	9%[59 µM]	?
CCOc1cc(C=O)c(Br)cc1OC1CCCC1	13%[57.1 µM]	5%	?	0%	-4%	-2%	-19%	128%[activator]	-11%
Cc1cccnc1NC(=O)C1COc2ccccc2O1 (stereo unspecified)	-20%	-26%	1%	-14%	-1%	5%	-8%	-32%	17%
Cc1ccccc1OCC(=O)OCC(=O)c1cc(C)n(C2CC2)c1C	-35%	?	/	-24%	/	-2%	/	?	?
CC1=C(/C=C/C(C)=C/C=C/C(C)=C\CO)C(C)(C)CCC1	/	/	/	5%[19.4 µM]	/	8%	?	25µM*	/
Cc1cccc(Cn2c(SCC(=O)Nc3ccccc3)nc3c2c(=O)[nH]c(=O)n3C)c1	-21%	6%	?	-13%	-11%	-4%	-7%	?	?
CCOC(=O)C1C(C)=C(Nc2ccc(OC)cc2)C(=O)N1c1ccc(OC)cc1 (stereo unspecified)	-1%	-12%	-2%	-2%	6%	6%	2%	-11%[59 µM]	-5%
CC(O)c1nc2ccccc2n1CC(=O)Nc1ccc(F)cc1Cl (stereo unspecified)	3%	-7%	38%	6%	-1%	0%	-3%	5%	43%[activator]
C/C(CC(=O)Nc1ccc2c(c1)OCCO2)=N\NC(=O)c1ccccc1Cl	-2%	4%	1%	-9%	2%	1%[12.4 µM]	3%	-8%[59 µM]	41%[activator]
COc1cc(C(=O)NNC(=O)C2CCCC2)cc(OC)c1OC	-9%	-15%	11%	-7%	-3%	-4%	-2%	8%	6%
CCOc1ccc(-c2[nH]ncc2Oc2ccccc2OC)c(O)c1	-9%	-12%	-15%	-20%	-18%	2%	?	6%[12.7 µM]	-2%
O=C(COCc1cc(-c2ccco2)on1)Nc1ccc(OC(F)(F)F)cc1	-12%	-11%	?	-24%	-3%	/	9%	?	-23%
O=C(NC1CCN(Cc2ccccc2)CC1)c1cccc(S(=O)(=O)Nc2cc(C(F)(F)F)ccc2Cl)c1	-10%	-9%	44%	-12%	0%	0%	-4%	2%[59 µM]	13%
Cn1c(=O)c2c(nc(SCC(=O)NC3CCCC3)n2C)n(C)c1=O	7%	-5%	32%	3%	2%	-8%	-5%	4%	27%
COc1ccc([C@H]2CC(=O)C=C(c3cccc4c3sc3ccccc34)C2)cc1OC	-39%	-8%	/	8%	/	46%[activator]	/	15%[2.33 µM]	35%[activator]
Cc1cccc(C2c3[nH]c4ccccc4c3CCN2C(=O)c2cc(CC(C)C)[nH]c(=O)n2)n1 (stereo unspecified)	-29%	-2%	-6%	-12%	-6%	8%	?	-39%	18%
COCCNC(=O)C1(C)C=CC2(CCCCC2)N1C(=O)c1ccccc1 (stereo unspecified)	3%	-15%	6%	2%	0%&-1%	1%&-1%	-7%&-4%	-14%	1%
Cc1cc(OCC(=O)C(C)(C)C)c2c(C)c(C)c(=O)oc2c1	-7%	-16%	36%	2%	-3%	-3%	-8%	17%[59 µM]	-10%
O=C(O)CC(NNC(=O)c1ccccc1)C(=O)Nc1ccc([N+](=O)[O-])cc1 (stereo unspecified)	-35%	4%	-1%	-8%	-2%	-3%	-14%	?	-7%
CCc1ccccc1N(C)C(=O)Cn1cnc2sc(C)c(S(=O)(=O)N3CCN(c4ncccn4)CC3)c2c1=O	-1%	-14%	0%	0%	-1%	/	-2%	-2%[59 µM]	12%
CCCCN1CC(=O)N2[C@H]3c4ccccc4OC[C@@H]3[C@H](C(=O)OCC)[C@]2(C)C1=O	/	-17%	/	-2%	/	0%	/	/	23%
Cc1cccc(-n2c(-c3csc(C)c3)n[nH]c2=S)c1	-33%	-6%	-25%	-12%	0%	1%	-9%	0.32µM*	-3%
CCC(C)(C)NC(=O)/C=C/c1cccs1	-3%	-7%	37%	-3%	2%	6%	5%	21%	6%
COc1cc2cc(CNc3ccccc3)c(=O)n(CC(=O)Nc3ccccc3)c2cc1OC	1%	-11%	0%	-7%[60.1 µM]	0%	/	489%[activator]	-45%[59 µM]	84%[activator]
CC(=O)C1=NOC2C(=O)N(c3ccc(Cl)cc3)C(=O)C12 (stereo unspecified)	-32%	-10%	40%	-1%	-4%	24%	-4%	?	?
CNS(=O)(=O)c1cnccc1N1CCN(c2cccc(Cl)c2)CC1	-26%	-13%	3%	-7%	2%	2%	-22%	5%[59 µM]	6%
CCCc1cc(=O)[nH]c(SCC(=O)N2c3ccccc3CC2C)n1 (stereo unspecified)	/	5%	/	3%	/	12%	/	/	-5%
Cc1noc2nc(C(=O)O)nc(N3CCCCC3)c12	?	-12%	26%	3%	1%	/	-3%	13µM*	-9%
CC(C)c1ccccc1Oc1c(C(F)(F)F)oc2c(CN3CCN(C)CC3)c(O)ccc2c1=O	-4%	-8%	41%	-4%	-2%	/	-7%	?	?

High-throughput results: PubChem BioAssay, National Center for Advancing Translational Sciences (NCATS)
